KDM5B inh: Primary screen for KDM5B Histone Demethylases FDH-coupled qHTS; Lysine-specific demethylase 5B (Homo sapiens), Q9UGL1; hit rate 2.6% among 220,000; AID 1347165, 2019; KDM5B demethylase, FDH-coupled NADH fluorescence (FDH is formaldehyde dehydrogenase); Potency, µM (top dose mostly 57.7 µM), without a hit: at the top dose activity change, negative = inhibition, hits mostly inhibitors; active means well fitted inhibition curve with a large enough effect; inconclusive means small, poorly fitted or top-dose-only effect; inactive means no such curve, though single readings can be large or run the other way; further: 0% is about no effect; nearly all actives have a fitted effect of over 70% in size
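Inhibition is measured as reduced NADH fluorescence generation from FDH coupling to formaldehyde release. Truncated KDM5BΔAP at 200 nM final acts on H3K4me3 peptide (12.5 µM in substrate mix) in pH 7.5 HEPES buffer with Tween-20, 30 min, room temperature.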
The depositor's hits bear a star; i = inactive; ? = inconclusive; [ ] = another dose, or the depositor's remark. Potency means the concentration at half of the fitted maximal effect. Not all compounds are listed (hit frequency here may not be typical).

KDM5B inh | SMILES
-27% | COc1ccc(C[C@H](NC(=O)C2=C[C@@H](NC(=O)c3cccnc3)[C@@H](O)[C@H](O)C2)C(N)=O)cc1
? | Cc1nn(C)c2nc(C(C)C)cc(C(=O)N3CCN(c4ncccn4)CC3)c12
19% | Fc1ccc(N2CCN(Cc3cn[nH]c3-c3ccccc3)CC2)cc1
-3% | CN1CCC(N2C[C@@H]3C[C@H]2C(=O)N(Cc2ccc(OC(F)(F)F)cc2)c2ccccc2O3)CC1
-46% | CCOc1ccc(CN2C(=O)c3ccccc3Sc3ccc(C(=O)NCCc4ccccc4)cc32)cc1
? | O=S(=O)(Nc1c(O)ccc2ccccc12)c1ccc(F)cc1
? | CN(C)[C@@H]1CN(Cc2cccc(C#N)c2)CC[C@@H]1CNC(=O)C1CC1
? | COc1cccc(C2CC(=O)Nc3c2c(=O)[nH]c2nc4ccccc4n32)c1OC (stereo not drawn)
? | CN(C)CCCNc1ncnc2c1cnn2Cc1ccccc1Cl
10% | Cc1ccc(NS(=O)(=O)c2ccc3c(c2)NC(=O)CCS3)cc1C
16% | Cc1ccc(C(=O)Nc2ccccc2SC2CCCC2)cn1
-15% | CCCCSc1ncnc2c1sc1nc(N3CCOCC3)c3c(c12)CCCC3

KDM5B inh | SMILES
15% | Nc1nc(Nc2ccc(F)cc2)sc1C(=O)c1ccccc1Cl
-9% | C/C(=N\NC(=O)c1cc2ccccc2cc1O)c1cc2ccccc2o1
-28% | CC1=C(C(=O)Nc2ccc(Cl)cc2)C(CC(C)C)n2nc(SCc3ccccc3C)nc2N1 (stereo not drawn)
-3% | CCCc1cc(C(=O)N2CC[C@H]3CNC[C@H]32)n(C)n1
-11% | Cn1nc(C(=O)N2CCC3(CC2)CC(OCC2CC2)CCO3)c2ccccc21 (stereo not drawn)
-8% | Cn1c(SCC(=O)Nc2sccc2C#N)nnc1-c1ccc(Cl)cc1
-26%[115 µM] | C[S+](=O)([O-])N1CCC(c2nnc3n2C(C(=O)NCc2ccc(F)cc2)CC3)CC1 (stereo not drawn)
6% | Cc1ccc(-c2nc3scc(CCNC(=O)Cc4ccc(Cl)cc4)n3n2)cc1
? | N#Cc1cccc(N2CCC(Oc3ccc(Cl)cc3)(C(=O)O)CC2)n1
2% | Cc1nn(CC(=O)NC(=O)c2ccccc2)c(C)c1[N+](=O)[O-]
-7% | CCc1ccc2c(CN(C)CCOc3ccccc3C)cc(=O)oc2c1
? | O=C1NCc2ccccc2CC12CCCN2Cc1cccc(Cl)c1 (stereo not drawn)

KDM5B inh | SMILES
? | COc1cn(-c2ccccc2)nc1C(=O)OCC(=O)NC1CC1
? | O=S(=O)(c1ccc(-c2csc(NC3CCCC3)n2)cc1)N1CCCC1
5% | CONC(=O)C(NC(=O)C12CC3CC(CC(C3)C1)C2)C(C)C (stereo not drawn)
? | CN(C)c1ccc(NC(=O)CN2C(=O)c3ccccc3Sc3ccc(C(=O)N4CCCC4)cc32)cc1
-9% | COc1ccc(NC(=O)C2CCCN(S(=O)(=O)c3ccc(Cl)cc3)C2)cc1 (stereo not drawn)
? | CC(C)C(=O)Nc1ccc2oc(-c3ccc(F)cc3Cl)nc2c1
7% | CC1(C)CN(C(=O)c2ccnc(-n3cnnc3)c2)CC1(C)O (stereo not drawn)
-5% | CSc1ccc(CN(C)C(=O)C23CC4CC(CC(Cl)(C4)C2)C3)cc1
? | CCC(C)n1c(=N)c(S(=O)(=O)c2ccccc2)cc2c(=O)n3ccccc3nc21 (stereo not drawn)
8% | Cc1ccccc1NC(=O)CSc1nc2c(cc1C#N)CCCC2
-12% | O=C(Cn1ncn2cccc2c1=O)NCc1cccc(Br)c1
32% | CS(=O)(=O)N(C1CCOCC1)C1CN(C(=O)c2ccccn2)C1

KDM5B inh | SMILES
11% | Cc1ccc(OCc2ccc(C(N)=O)cc2)cc1
-18% | O=C(c1ccc2c(c1)N(Cc1c(F)cccc1Cl)C(=O)c1ccccc1S2)N1CCOCC1
? | O=Cc1ccc(-c2cc(C(F)(F)F)ccc2Cl)cc1
? | CN(C)C[C@@H]1CN(c2ncccn2)C[C@H]1NC(=O)Cc1c[nH]c2ccccc12
? | O=C(C1CC1)N1CCC(C(=O)N2CC(OCc3ccccc3)C2)CC1
1% | O=C(/C=C/c1ccccc1)Nc1ccc2c(c1)CCC2
-14% | CCCNC(=O)N(C1CCOCC1)C1CCN(C(=O)c2ccc(F)cc2)CC1
-9% | COc1ccccc1OC(C)C(=O)N1CCN(CCc2ccccn2)CC1 (stereo not drawn)
-29% | Fc1ccc(Cc2cn3cc(-c4ccc(F)cc4)nc3s2)cc1
8% | O=C(O)c1ccc(Br)cc1F
6% | CC(=O)N1CCc2cc(Br)cc(S(=O)(=O)NCCc3cccc(C)c3)c21
12% | Cc1cc(C(=O)NNc2ccc(F)cc2)no1

Pulled by structure from the list above:
KDM5B inh | SMILES
-9% | COc1ccccc1OC(C)C(=O)N1CCN(CCc2ccccn2)CC1 (stereo not drawn)
11% | Cc1ccc(OCc2ccc(C(N)=O)cc2)cc1
? | CN(C)C[C@@H]1CN(c2ncccn2)C[C@H]1NC(=O)Cc1c[nH]c2ccccc12
12% | Cc1cc(C(=O)NNc2ccc(F)cc2)no1
1% | O=C(/C=C/c1ccccc1)Nc1ccc2c(c1)CCC2

Continuation:
KDM5B inh | SMILES
35% | CC(C)N(C)Cc1ccc(-c2nc(-c3cccnc3)cc(=O)[nH]2)cc1
-7% | Cc1ccc(S(N)(=O)=O)cc1C(=O)N[C@H](c1cnn(C)c1)C1CC(O)C1 (stereo partly drawn)
-9% | CC1CC(C)CN(C(=O)c2cccc(N3C(=O)c4ccccc4C3=O)c2)C1 (stereo not drawn)
-14% | CCOc1ccc(NC(=O)c2cnn(-c3ccccc3)c2-n2cccc2)cc1
20% | Clc1ccc(Sc2nc(-c3ccccc3)cs2)cc1
? | CCCOc1ccc(NC(=O)COc2cccc(C)c2C)c2cccnc12
-23% | COc1ccc(Cl)cc1C(=O)NCc1nnnn1-c1ccccc1
-22% | CC(=O)N1c2ccc(S(=O)(=O)N3CCCCCC3)cc2CC1C(=O)NCc1ccccc1C (stereo not drawn)
5% | CN(CC(=O)Nc1ccc(Cl)c(C(F)(F)F)c1)CC(=O)NC1CCCC1
7% | Cc1ccc(/C=C(\C#N)C(=O)Nc2ccc(Br)cc2)o1
-20% | C[C@H]1CN(C(=O)Cc2ccccc2)C[C@@H]1c1nc(-c2ccncc2)no1
8% | O=C(O)CSc1cc(F)ccc1F

KDM5B inh | SMILES
? | CC(CC(=O)C1C(C)C=CCC1(C)C)NCc1ccccc1 (stereo not drawn)
3% | CC(CC(=O)Nc1ccc(F)cc1)S(=O)(=O)c1cc2c3c(c1)CCN3C(=O)CC2 (stereo not drawn)
-14% | O=C(NC1CCN(c2cc(-c3ccccc3)[nH]n2)CC1)c1ccc2c(c1)OCO2
-12% | CCOc1cccc2c(C)nc(Nc3nc(CSc4ccc(C)cc4)cc(=O)[nH]3)nc12
-28% | COc1ccc(CNC(=O)C[C@@H]2CCNC[C@@H]2Cc2cc(-c3ccc(F)cc3)on2)cc1
-16% | Cc1nc2c(-c3ccc(F)cc3)c(C)nn2c(C)c1CCC(=O)NCc1ccc(F)cc1
-25% | Cc1nn(C)c2nc(C3CC3)cc(C(=O)N3CCN(c4ncccn4)CC3)c12
-23% | Cc1nc(-c2c3n(c(=O)n(Cc4ccccc4C)c2=O)CCCCC3)no1
20% | O=C1CCCC(=O)N1c1ccc(NCCOCCO)c([N+](=O)[O-])c1
2% | CCOc1cc(CNCc2cccnc2)cc(Cl)c1OCC
-22% | CCCCOC(=O)c1ccc(NC(=O)Cn2nnc3sc4c(c3c2=O)CCCC4)cc1
19% | O=C(NCCc1ccccc1)c1ccc2nc(N3CCOCC3)sc2c1

Continued, starting with the last 5 of the part before.
KDM5B inh | SMILES
-23% | Cc1nc(-c2c3n(c(=O)n(Cc4ccccc4C)c2=O)CCCCC3)no1
20% | O=C1CCCC(=O)N1c1ccc(NCCOCCO)c([N+](=O)[O-])c1
2% | CCOc1cc(CNCc2cccnc2)cc(Cl)c1OCC
-22% | CCCCOC(=O)c1ccc(NC(=O)Cn2nnc3sc4c(c3c2=O)CCCC4)cc1
19% | O=C(NCCc1ccccc1)c1ccc2nc(N3CCOCC3)sc2c1
21% | CN(C)C=Nc1nonc1-c1ccc(Cl)cc1
-5% | CCOc1ccc(NC(=O)CSc2nc3c(c(=O)[nH]2)CN(Cc2ccc(Cl)cc2)CC3)cc1
? | Cc1cccc(OCc2nnc(SCC(=O)Nc3ccc(C)cc3C)o2)c1
-9% | CCC(CC)C(=O)N1CCC2(CC1)C(=O)N(CC)c1ccccc12
i | COc1ccc(/C=C/c2nc(C#N)c(NCc3ccco3)o2)cc1OC
? | CC(C)NC(=O)/C(=C/c1ccc(-c2cccc(C(F)(F)F)c2)o1)NC(=O)c1ccccc1
-21% | COc1ccc(NC(=O)c2sc3c(c2C)C(c2cccc(O)c2)CC(=O)N3)cc1 (stereo not drawn)
10%[115 µM] | COc1cccc(S(=O)(=O)N2CC3(Cc4ccccc4NC3=O)C2)c1
16% | CCNC(=O)NC(=O)CSc1nc2ccccc2c(=O)n1-c1ccc(F)cc1F
191%[activator][86.2 µM] | COCc1cc(C[C@@H]2CC[C@H](O)[C@@H](CNCc3cccc(F)c3)O2)no1
-21% | CCc1nc(-c2c3n(c(=O)n(CC(=O)Nc4cc(C)cc(C)c4)c2=O)CCCC3)no1
-26% | O/N=C(/c1ccc(F)cc1)c1ccc(O)cc1O

Part of the list above in order of heavy-atom count, ascending:
KDM5B inh | SMILES
10%[115 µM] | COc1cccc(S(=O)(=O)N2CC3(Cc4ccccc4NC3=O)C2)c1
16% | CCNC(=O)NC(=O)CSc1nc2ccccc2c(=O)n1-c1ccc(F)cc1F
? | CC(C)NC(=O)/C(=C/c1ccc(-c2cccc(C(F)(F)F)c2)o1)NC(=O)c1ccccc1

Next part
KDM5B inh | SMILES
23% | Cc1occc1-c1nc(-c2ccc(Br)cc2)no1
7% | CCN(CC)c1nc2ccccc2s1
14% | COc1ccc(C(=O)N2CCC3(CC2)CC(Cc2nc(C4CC4)no2)CCO3)c(OC)n1 (stereo not drawn)
11% | CN(Cc1ccccc1Cl)C(=O)Cn1c(=O)c2c(ncn2C)n(C)c1=O
? | CC1(C(=O)NCc2ccccc2)Cn2c(ccc2-c2ccco2)C(=O)N1Cc1ccccc1 (stereo not drawn)
? | O=C(NC1CCCC(C(F)(F)F)C1)c1cnc2ccccn2c1=O (stereo not drawn)
13% | O=C1CCCc2c1cc(C(=O)NC1CCCCCC1)c(=O)n2-c1ccc(C(F)(F)F)cc1
-1% | CN(CC(=O)NCC(F)(F)F)Cc1ccccc1
-15% | CN(C)C(CNC(=O)c1ccc(Br)cc1)c1ccco1 (stereo not drawn)
18% | COc1ccc(Cc2n[nH]c(=S)n2CC(C)C)cc1
? | COc1ccc2oc(C(=O)OC/C(O)=C(\C#N)c3nc4ccccc4[nH]3)c(C)c2c1
? | CN(Cc1cccnc1)c1ccc2ncc(Nc3ccc(F)cc3)n2n1

KDM5B inh | SMILES
19% | Cc1cc(C(=O)NCC2CCCCC2)c2ccccc2n1
-29% | COc1ccc(C(C(=O)NCc2ccccc2)N(C(=O)c2snc(C(N)=O)c2N)C2CCCC2)cc1O (stereo not drawn)
? | COc1ccc(C(=O)N2CC[C@H]3C(=O)NCCCCCCN(Cc4ccncc4)[C@@H]3C2)cc1F
-3% | CC(=O)NC12CC3CC(C1)CC(C(=O)NCc1ccc(C)cc1)(C3)C2
-7% | O=C(Nc1cc(C(F)(F)F)ccc1F)c1cccc(COc2ccc(Cl)cc2)c1
-1% | O=C(N[C@@H]1CN(C(=O)c2nccc3ccccc23)CC[C@@H]1CO)C1CC1
4%[86.2 µM] | CN(C)c1ccc(CN2CC(N3CCc4ccccc43)C2)cc1
7% | CCNC(=O)NC(=O)CSc1nc(C2CC2)nc2ccccc12
3%[86.2 µM] | C#CCN(C)C(=O)c1c(-c2ccc(F)cc2)noc1[C@H](C)O
20% | Nc1nc2nonc2nc1N
? | CCS(=O)(=O)c1ncc(N(Cc2ccccc2)Cc2ccco2)c(C(=O)Nc2ccccc2C)n1
9% | CCC(C(=O)Nc1ccccc1OCc1cc(=O)n2ccc(C)cc2n1)c1ccccc1 (stereo not drawn)

KDM5B inh | SMILES
-10% | Cc1cccc2cc(C(=O)N3CC[C@H](CO)[C@H](O)C3)oc12
9% | COCCN1CCCC2(CCN(c3nc4c(c(=O)[nH]c(=O)n4C)n3C)C2)C1=O (stereo not drawn)
34% | Cc1ncsc1C(=O)N1CCCC1Cc1c(F)cccc1Cl (stereo not drawn)
2% | CCOc1ccc(NC(=O)[C@@H]2COCC(=O)N2Cc2ccc(C)cc2)cc1
? | Cn1nnnc1SCCCNCc1cccc(OCc2ccc(F)cc2)c1
-2% | O=C(NC1CCN(c2cc(-c3ccc(Cl)cc3)[nH]n2)CC1)c1ccccc1F
15% | O=C(NC(Cc1ccccc1)C(=O)O)/C(=C\c1ccc(F)cc1)NC(=O)c1ccco1 (stereo not drawn)
-7% | CCN(CC(=O)Nc1ccc(NC(C)=O)cc1)C(=O)/C=C/c1ccc(S(=O)(=O)N2CCCCCC2)cc1
-3% | O=C(CCC(=O)c1cccs1)OCC(=O)c1ccc(-c2ccccc2)cc1
14% | COCCNC(=O)C1CCN(S(=O)(=O)c2ccc3c(c2)CCCN3C(C)=O)CC1
17% | O=C(Nc1ccc(Br)cc1F)c1ccc(-c2ccccc2)cc1
-29% | Cc1ccc2cc(C(=O)N3CCN(S(=O)(=O)c4cccs4)CC3)[nH]c2c1
-8% | COc1cc(C)c(/C=C(\C#N)C(=O)Nc2cccc(Cl)c2C)cc1C(C)C
? | CCc1ccc(NC(=O)C(C)n2nnc3sc(-c4ccccc4)cc3c2=O)cc1 (stereo not drawn)
? | CN1CC(=O)N(C2CCNC2)Cc2c(NCc3cc(F)cc(F)c3)ncnc21 (stereo not drawn)
